Pf growth 96h – P. falciparum growth inhibition at 96 hours; P. falciparum luciferase reporter growth, 96 h; Potency, µM (top dose mostly 28.7 µM), inactives show top-dose activity change, negative = inhibition, most hits filed as inhibitors; 320,000 tested, 6.9% active; further: potency means the concentration at half of the fitted maximal effect; on the % scale 0 is the no-effect control and ±100 the full control effect
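Delayed-death screen, second-generation endpoint: infected erythrocytes, 2% hematocrit, 0.05% parasitemia final; 96 hours at 37 C, 5% CO2; luciferase detection reagent; luminescence decrease equals reduced growth.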
CHX counter – affects cycloheximide protein synthesis inhibition readout, counter-screen; cell reporter, cycloheximide protein synthesis inhibition counterscreen; max response, %; AID 2314; 300,000 tested, 12% active; in the data active means max response mostly above about 13%, no sharp cut-off; inactive means mostly below about 14%; further: read at 38.3 µM for the half of the compounds with a filed dose; 0% is about no effect
FBPA Giardia inh – Giardia lamblia aldolase inhibition. Potency, µM (titrated, usually from 59.6 µM), inactives show at the top dose activity, negative = inhibition, hits mostly inhibitors. A8B2U2. 290,000 tested, 0.71% active. purified Giardia FBPA. AID 2451; further: potency means the concentration at half of the fitted maximal effect; on the % scale 0 is the no-effect control and ±100 the full control effect; nearly all actives have a fitted effect of over 55% in size
Target sequence (A8B2U2 whole entry, looked up): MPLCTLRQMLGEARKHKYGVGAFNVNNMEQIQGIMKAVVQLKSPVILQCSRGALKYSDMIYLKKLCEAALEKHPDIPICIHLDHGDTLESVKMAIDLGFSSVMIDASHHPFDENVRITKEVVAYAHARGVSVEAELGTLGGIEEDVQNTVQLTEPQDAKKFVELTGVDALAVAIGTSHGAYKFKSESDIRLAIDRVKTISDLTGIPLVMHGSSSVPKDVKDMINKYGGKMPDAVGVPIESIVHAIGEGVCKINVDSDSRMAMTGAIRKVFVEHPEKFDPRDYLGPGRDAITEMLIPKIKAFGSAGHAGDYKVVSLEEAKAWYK
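Giardia FBPA (40 nM reagent) was preincubated 10 min at RT with compound (up to 57.5 uM final), then substrate plus GAPDH/TPI/NAD/arsenate coupling system with diaphorase/resazurin was added; resorufin fluorescence (525/598 nm) was read after 20 min.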
HCV inh – inhibitors of hepatitis C virus infection. Huh7.5.1 HCVcc-Cre infection, luciferase reporter, 44 h. Potency, µM (titrated, usually from 41.8 µM), for inactives: at the highest dose activity change, negative = inhibition, usual class: inhibitors. 340,000 tested, 3.4% active. AID 651820; further: potency means the concentration at half of the fitted maximal effect; on the % scale 0 is the no-effect control and ±100 the full control effect
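Cells seeded at 1,000/well and cultured 4 h, then compounds added followed by HCVcc-Cre virus (~0.5 moi). After 44 h further culture, luciferase substrate was added, plates held 15 min at room temperature, and luminescence read for 15 sec.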
Pf growth 48h – inhibits P. falciparum growth in the first generation, 48 h; Potency, µM (top dose mostly 28.7 µM), for the others: at the highest dose activity change, negative = inhibition, hits mostly inhibitors; 310,000 tested, 5.9% active; P. falciparum luciferase growth in erythrocytes, 48 h; AID 504832; further: potency means the concentration at half of the fitted maximal effect; on the % scale 0 is the no-effect control and ±100 the full control effect
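Luciferase-expressing P. falciparum in infected erythrocytes (2% hematocrit, 0.1% parasitemia final) in RPMI 1640/0.5% Albumax were exposed to compound for 48 hours at 37 C, 5% CO2; growth read as luminescence.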
Shiga inhibitor – blocks Shiga toxin action in Vero cells. Vero cells, Shiga toxin protein synthesis inhibition reporter. AID 2315. inhibition, % at 38.7 µM. 290,000 tested, 9.2% active; in the data active means inhibition mostly above about 28%, no sharp cut-off; inactive means mostly below about 43%; further: 0% is about no effect
Starred values were filed as active, the others as inactive; ? = inconclusive; / = not tested or not shown; [ ] = another dose, or the depositor's remark. Unless noted, the call rests on the fitted dose curve; in most records, active means well fitted curve in the direction sought with a large enough effect; inconclusive means small, poorly fitted or top-dose-only effect, or another doubt; inactive means no such curve, though single readings can be large; an effect the other way counts as inactive or inconclusive.

Values run as follows: Pf growth 96h	CHX counter	FBPA Giardia inh	HCV inh	Pf growth 48h	Shiga inhibitor
CCCCN(C(=O)c1ccc2c(c1)NC(=O)CS2)c1ccccc1
    -28%	/	/	?	?	/
COc1ccc(-c2cc(C(=O)N(C)CCc3ccc(OC)c(OC)c3)c3ccccc3n2)cc1
    3%	-4	/	?	19%	-12
CCCC(=O)NC(=S)Nc1ccc(C(C)=O)cc1
    1%	55*	0%	1%	81%[activator]	57*
COc1ccc(S(=O)(=O)N2CCN(C(=O)c3cc(-c4ccc(Br)cc4)n[nH]3)CC2)cc1OC
    ?	10	-8%	?	9.3µM*	-7
CCOC(=O)n1c(=O)oc2cc(S(=O)(=O)N3CCCCC3)ccc21
    0.0029µM*	1	-4%	2%	?	15
N#C/C(=C1/CCCN1)c1ccccn1
    /	-3	-4%	-11%	-9%	-5
CC1(C)CC(=O)C(C2C3=C(CC(C)(C)CC3=O)Oc3ccccc32)=C(O)C1 (stereo unspecified)
    /	-2	-2%	6%	/	10
O=C(NCc1cccc(Cl)c1)c1cccc(S(=O)(=O)N2CCCC2)c1
    ?	/	/	?	?	/
CC(=O)c1ccc(NC(=O)C2C3C=CC(C3=C(c3ccccc3)c3ccccc3)C2C(=O)O)cc1 (stereo unspecified)
    ?	-3	10%	4%	?	-13
COc1ccccc1NS(=O)(=O)c1cc(C(=O)NCC2CCCO2)ccc1C (stereo unspecified)
    -5%	/	/	23%	-12%	/
Cc1ccc(S(=O)(=O)N(Cc2ccccc2)C(C)C)cc1
    ?	-1	2%	-21%	-16%	1
CCN(CC)S(=O)(=O)c1ccc(C)c(NC(=O)COc2ccc3c(C)cc(=O)oc3c2)c1
    14%	-2	-4%	-4%	2%	-6
Cc1cc(C)n(CC(C)(O)c2ccccc2)n1 (stereo unspecified)
    43%[activator]	/	/	10%	2%	/
NC(=O)c1c(/N=C/c2cccnc2)sc2c1CCCC2
    45%[activator]	25*	-7%	-11%	0%	47*
CCN(CC)c1ccc(O)c(C=Nc2ccc(C)c(C)c2)c1
    ?	13	-15%	2%	7%	3

Part of the list above, set out differently:
structure: CCN(CC)S(=O)(=O)c1ccc(C)c(NC(=O)COc2ccc3c(C)cc(=O)oc3c2)c1
  Pf growth 96h = 14%; CHX counter = -2; FBPA Giardia inh = -4%; HCV inh = -4%; Pf growth 48h = 2%; Shiga inhibitor = -6

structure: Cc1cc(C)n(CC(C)(O)c2ccccc2)n1 (stereo unspecified)
  Pf growth 96h = 43%[activator]; CHX counter = /; FBPA Giardia inh = /; HCV inh = 10%; Pf growth 48h = 2%; Shiga inhibitor = /

structure: NC(=O)c1c(/N=C/c2cccnc2)sc2c1CCCC2
  Pf growth 96h = 45%[activator]; CHX counter = 25*; FBPA Giardia inh = -7%; HCV inh = -11%; Pf growth 48h = 0%; Shiga inhibitor = 47*

structure: CCN(CC)c1ccc(O)c(C=Nc2ccc(C)c(C)c2)c1
  Pf growth 96h = ?; CHX counter = 13; FBPA Giardia inh = -15%; HCV inh = 2%; Pf growth 48h = 7%; Shiga inhibitor = 3

(further entries)
Values run as follows: Pf growth 96h	CHX counter	FBPA Giardia inh	HCV inh	Pf growth 48h	Shiga inhibitor
O=C(NCCc1ccccc1Cl)C1CCC(=O)N(C2CCCCCC2)C1 (stereo unspecified)
    7%	19	14%	11%	9%	-1
NC(=O)c1ccc(NC(=O)C2COc3ccccc3O2)cc1 (stereo unspecified)
    ?	-2	26%	6%	38%[activator]	-2
O=C(Nc1ccc2c(c1)N(S(=O)(=O)c1cccs1)CCC2)c1c(F)cccc1Cl
    ?	/	/	14µM*	?	/
O=C(CN1C(=O)c2ccccc2S1(=O)=O)NC(Nc1ccccc1F)C(Cl)(Cl)Cl (stereo unspecified)
    27%	3	-9%	2%	-1%	-8
CCc1ccccc1N(C(=O)c1ccco1)C(C(=O)NC1CCCC1)c1cccnc1 (stereo unspecified)
    -22%	-4	0%	-1%	?	7
NC(=O)CC(NC(=O)Cc1cccc2ccccc12)c1ccc(N2CCCCCC2)c([N+](=O)[O-])c1 (stereo unspecified)
    ?	-4	-3%	?	14%	-4
O=C(O)C1C2CCC(O2)C1C(=O)Nc1ccc(Cl)cc1F (stereo unspecified)
    ?	5	-4%	14%	-5%	-14
O=C(/C=C/Nc1ccccc1)c1ccc(Oc2ncccn2)cc1
    263%[activator]	24*	1%	4%	220%[activator]	109*
O=C(CCn1ccc([N+](=O)[O-])n1)Nc1nccs1
    45%[activator]	0	-1%	21%	9%	13
COc1cc(OC)c(NS(=O)(=O)c2c(C)[nH]c(=O)[nH]c2=O)cc1Cl
    40%[activator]	-3	-10%	14%	24%	-7
COCCCNC(=O)C1CCN(C(=O)Nc2ccc(Cl)cc2)CC1
    100%[activator]	-2	0%	1%	4%	-15
CCON1C(=O)C(C)(C)N(OCC)C(=O)C1(C)C
    22%	-2	0%	1%	13%	17
Cc1cccc(C(=O)NC2CCCc3ccccc32)c1 (stereo unspecified)
    -24%	2	-5%	/	-10%	5
CCOC(=O)c1cc2c(=O)n3ccccc3nc2n(C(C)C)c1=NC(=O)c1ccco1
    ?	2	5%	-18%	-8%	-14
COc1ccc(N/C=C2\C(=O)c3c(sc(C)c3C)N(C)S2(=O)=O)cc1
    47%[activator]	-4	1%	14%	52%[activator]	4

Further structures follow.
Values run as follows: Pf growth 96h	CHX counter	FBPA Giardia inh	HCV inh	Pf growth 48h	Shiga inhibitor
COC(=O)NNC(=S)Nc1cc(OC)ccc1OC
    7%	-4	?	/	/	-13
COc1ccc(NC(=O)c2ccccc2Sc2ccc(NC(C)=O)nc2)cc1
    32%[activator]	3	-6%	3%	330%[activator]	-11
CCC(C)NC(=O)C(Cc1ccccc1)NS(=O)(=O)c1ccc2c(c1)oc(=O)n2C (stereo unspecified)
    -26%	0	/	9%	6%	-2
CC(=O)N(Cc1ccccn1)Cc1ccco1
    39%[activator]	9	-13%	19%	31%[activator]	6
OCCNc1c2c(nc3ccccc13)CCCC2
    -6%	-3	2%	-3%	54%[activator]	-10
CCc1nc2c(oc3ccccc32)c(=O)[nH]1
    82%[activator]	22*	2%	8%	?	35
O=C(Nc1ccc(N2CCCCC2)cc1)C1CCCN1S(=O)(=O)c1ccc(F)cc1 (stereo unspecified)
    -8%	/	/	-23%	-24%	/
Cn1ccnc1SCCNC(=O)CCc1nnc(CCc2ccccc2)o1
    10µM*	8	-4%	1%	13%	28
Cn1nc(-c2ccccc2)c(C#N)c1Sc1cccc(Cl)c1
    10µM*	10	1%	-22%	?	-8
Cc1csc(Sc2ccc(C(=O)OCC(=O)Nc3ccc(OC(F)(F)F)cc3)cc2[N+](=O)[O-])n1
    21%	0	1%	-7%	0%	18
Nc1ccc(C(=O)CC(=O)Nc2ccc(Cl)cc2)cc1
    8%	18*	3%	10%	2%	39
Cc1ccnc(NC(=O)c2c(O)c3ccccc3n(C)c2=O)c1
    -15%	51*	2%	/	145%[activator]	71*
CN(C)CCCNc1cc(-c2ccccc2)nc2cc(-c3cccc(F)c3)nn12
    -14%	-9	10%	?	?	-33
CC(C)Cc1nnc(NC(=O)CCC(=O)NC2CCCCCCC2)s1
    ?	-2	/	15%	-17%	16
Cc1ccc(-c2nc(C)sc2CC(=O)OCC(=O)Nc2c(F)cccc2F)cc1
    26%	2	-5%	29%	16%	-8

Next entries
Values run as follows: Pf growth 96h	CHX counter	FBPA Giardia inh	HCV inh	Pf growth 48h	Shiga inhibitor
COC(=O)c1ccccc1NC(=O)NC1CCCCC1
    31%	6	2%	1%	13%	-10
O=C(Nc1cccc([N+](=O)[O-])c1)c1ccc2c(c1)C(=O)N(c1ccccn1)C2=O
    -20%	-6	-2%	11%	13%	-1
O=C1N(O)C2(C=CCCC2)/C(=N\O)C12CCCCC2 (stereo unspecified)
    /	-3	1%	15%	10%	-5
Oc1ccccc1-c1cc(-c2cccc(F)c2)n[nH]1
    ?	37*	1%	?	-11%	122*
O=C(COC(=O)C12CC3CC(CC(Cl)(C3)C1)C2)Nc1ccc2[nH]c(=O)[nH]c2c1
    ?	/	/	5%	?	/
O=C(Nc1ccc(CN2CCOCC2)cc1)c1ccco1
    59%[activator]	28*	7%	1%	234%[activator]	51*
O=[N+]([O-])c1ccc(N/N=C/c2sc(N3CCOCC3)nc2-c2ccccc2)c(S(=O)(=O)Nc2ccccc2Cl)c1
    ?	1	0%	3.5µM*	1.5µM*	-1
COc1cccc(/C=N/NC(=O)c2cccc([N+](=O)[O-])c2)c1OS(=O)(=O)c1ccccc1
    ?	-4	-1%	?	?	-21
Cc1cccc(NC(=O)CSc2nc3c([nH]c4ccccc43)c(=O)n2C)c1
    ?	-1	5%	-14%	19%	18
Nc1nnc(-c2ccc(F)cc2)s1
    9%	11	1%	15%	20%	11
COc1ccc(Cl)cc1C(=O)NC(=S)Nc1cc(-c2nc3ccccc3[nH]2)ccc1C
    25%	-4	1%	?	46%[activator]	-16
COc1ccc(CN(C)C(=O)c2ccc(Cl)c(S(=O)(=O)NCc3cccnc3)c2)cc1F
    -2%	/	/	?	?	/
Cc1ccc2ncc(NC(=O)c3ccc(F)cc3)c(=O)n2c1
    85%[activator]	7	1%	13%	/	23
Cn1cc(C(=O)NCC2COc3ccccc3O2)c(=O)c2cc(S(=O)(=O)N3CCCCC3)ccc21 (stereo unspecified)
    /	-7	-4%	2%	12µM*	-22
CN(C)CCCN(C(=O)/C=C/c1cccs1)c1nc2ccc(F)cc2s1
    ?	-15	-5%	-28%	?	-39

3 structures from above, arranged by molecular weight, descending.
Values run as follows: Pf growth 96h	CHX counter	FBPA Giardia inh	HCV inh	Pf growth 48h	Shiga inhibitor
Cn1cc(C(=O)NCC2COc3ccccc3O2)c(=O)c2cc(S(=O)(=O)N3CCCCC3)ccc21 (stereo unspecified)
    /	-7	-4%	2%	12µM*	-22
Cc1cccc(NC(=O)CSc2nc3c([nH]c4ccccc43)c(=O)n2C)c1
    ?	-1	5%	-14%	19%	18
Oc1ccccc1-c1cc(-c2cccc(F)c2)n[nH]1
    ?	37*	1%	?	-11%	122*

Continuation:
| canonical_smiles | Pf growth 96h | CHX counter | FBPA Giardia inh | HCV inh | Pf growth 48h | Shiga inhibitor |
| --- | --- | --- | --- | --- | --- | --- |
| O=C(C1CCCN(c2ncnc3c2nc2n3CCCCC2)C1)N1CCN(c2ccccc2)CC1 (stereo unspecified) | ? | -1 | / | ? | ? | -6 |
| Cc1ccc(S(=O)(=O)Nc2ncnc3ccccc23)cc1 | 35%[activator] | 16 | 2% | 1% | 26% | 27 |
| Cc1ccc(C(=O)Nc2cc(Cl)ccc2-n2cncn2)s1 | -2% | / | / | ? | 6% | / |
| CCN(CC)S(=O)(=O)c1ccc(C(=O)Nc2ccc3c(c2)OCCO3)cc1 | ? | 20* | -5% | -27% | 6.6µM* | 38 |
| CCN(CC(=O)Nc1cccc(Br)c1)Cc1nc2ccccc2c(=O)[nH]1 | / | -6 | -27% | -1% | -10% | -16 |
| O=c1c2ccccc2c(-c2ccc(F)cc2)nn1-c1ccc(C(F)(F)F)cc1 | ? | -2 | 0% | -30% | ? | -7 |
| CCc1ccccc1NC(=O)CN1CCN(C(=O)CNC(=O)Cc2cccc3ccccc23)CC1 | ? | / | / | 11µM* | ? | / |
| CCOc1ccc(-c2c(C#N)c(N)nc3c2c(=O)n(C)c(=O)n3C)cc1OC | -5% | -2 | 1% | 6% | 8% | -4 |
| Cc1ncc(C[n+]2csc(CCOP(=O)(O)OP(=O)(O)O)c2C)c(N)n1 | -3% | 9 | 3% | / | -2% | 3 |
| COc1cc([N+](=O)[O-])ccc1NC(=O)Cc1ccccc1 | 27% | -5 | -1% | -26% | 14% | -2 |
| CSc1sc(C(=O)NCC2CC2)cc1S(=O)(=O)C(C)C | -4% | 2 | 0% | -2% | 2.3µM* | -9 |

Compound activity (PubChem BioAssay)
